ERK EGF inh – qHTS Assay for Inhibitors of the ERK Signaling Pathway using a Homogeneous Screening Assay; Stimulation with EGF. HEK293-V1b, EGF-stimulated phospho-ERK AlphaScreen. Potency, µM (top dose mostly 11.5 µM), for inactives: top-dose activity change, negative = inhibition, most hits filed as inhibitors. actives 0.41% (n = 130,000); active means well fitted inhibition curve with a large enough effect; inconclusive means small, poorly fitted or top-dose-only effect, or effect the other way;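 further: plate controls were stimulated vehicle wells for no effect and unstimulated vehicle basal for full effect; nearly all actives have a fitted effect of over 55% in size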
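V1b-HEK293, 1% FBS o/n; cpd 30 min 37C; EGF 25 nM final, 5 min; lyse 10 min; AlphaScreen beads 5 h RT. Normalized DMSO basal vs EGF max; Hill AC50.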
Numbers without * were called inactive; ? = inconclusive; [ ] = another dose, or the depositor's remark. Potency means the concentration at half of the fitted maximal effect. Only part of the results is shown, so the mix of outcomes need not match the whole.

molecule | ERK EGF inh
COc1ccc(CCCC(=O)NCc2ccccc2)cc1C | -1%
C[C@@H](CC(=O)O)[C@@H](N)C(=O)O | 0%
COC(=O)c1ccc(C(NC(=O)OCc2ccccc2)/C(C)=C/[C@@H](C)C(=O)NCc2ccc(OC)c(OC)c2)cc1 (stereo partly drawn) | 0%
O=C(Cn1nc2n(c1=O)-c1ccccc1SC2)N/N=C/c1cccnc1 | -11%[57.5 µM]
COc1cc(C(=O)N/N=C/c2cc([N+](=O)[O-])cs2)cc(OC)c1OC | 4%
CCOC(=O)c1cnc(SCCN2CCOCC2)nc1N | -1%
COC(=O)CSc1nnc(CNS(=O)(=O)c2ccc(Br)cc2)n1C | 4%
COc1ccc(CNC(=O)c2ccc(C(C)C)cc2)cc1 | 7%
COc1ccc(NC(=O)CSc2nnc(Cn3cnc4ccccc43)n2C)cc1 | -6%
CN(Cc1ccccc1)C(=O)c1[nH]cnc1C(=O)N[C@@H](Cc1ccccc1)C(=O)OCc1ccccc1 | -13%[57.5 µM]
Cc1cccc(NC(=O)c2ccc(S(=O)(=O)N3CCOCC3)cc2)n1 | 3%
NS(=O)(=O)c1ccc(NC(=S)NC(=O)c2ccc(-c3ccccc3)cc2)cc1 | 10%
Cc1nc(-c2cc(-c3nc(-c4ccc(C(F)(F)F)cc4)no3)no2)cs1 | ?
COC(=O)c1cc2c(ccn2-c2ccc(F)cc2)n1CC(=O)OC(C)C | -2%
CC1CN=C2C(C(=O)Nc3ccccc3)=C(O)CC(c3ccccc3)N21 (stereo not drawn) | 13%

(more compounds)
molecule | ERK EGF inh
Cc1c(Nc2nc(-c3cccc([N+](=O)[O-])c3)cs2)c(=O)n(-c2ccccc2)n1C | 9%
C=CCn1c(CNC(=O)c2ccccc2F)nnc1SCc1nc2ccccc2c(=O)[nH]1 | 2%[57.5 µM]
O=C(Nc1ccc2c(c1)CCC2)c1ccccc1F | 1%
O[C@H](c1cc(C(F)(F)F)nc2c(C(F)(F)F)cccc12)[C@H]1CCCCN1 | 10%[25.7 µM]
O=C(c1cnsn1)N1CCC(CO)(Cc2cccc(F)c2)CC1 | 2%
Cc1sc2c(c1C)c(=O)n(-c1ccc(Cl)cc1)c(=O)n2Cc1cc(=O)n2ccccc2n1 | 2%
CCCOc1ccc(NC(=O)C2CC(=O)N/C(=N/N=C(\C)CCc3ccc4c(c3)OCO4)S2)cc1 (stereo not drawn) | -10%
NS(=O)(=O)c1cc2c(cc1Cl)NCNS2(=O)=O | -15%[57.5 µM]
CN1C2CCC1CC(OC(=O)c1c[nH]c3ccccc13)C2 (stereo not drawn) | 7%
CN1CCN(c2ncccc2S(=O)(=O)N2CCCCC2)CC1 | -6%
Cc1cc(NC(=O)C2COc3ccccc3O2)no1 (stereo not drawn) | 2%
Cc1ccccc1Nc1nc(N)nc(COc2ccc(C#N)cc2)n1 | -1%
COc1ccc(NC(=O)c2cc([N+](=O)[O-])ccc2N2CCN(C)CC2)cc1 | -5%
CN1CCN(C(=S)c2cn(Cc3cccc(F)c3)c3ccccc23)CC1 | 1%
CC1=C(C(=O)Nc2ccccc2F)C(c2cccs2)NC(=S)N1 (stereo not drawn) | -10%

(next part)
molecule | ERK EGF inh
Cc1ccc(N/C=C2\CCCCC2=O)c(C)c1 | 2%
O=C(Nc1ncccn1)C1CCCCC1 | 1%
CCNC(=S)NNC(=O)c1cccnc1 | -2%
O=C(CCSc1ccc(Cl)cc1)N1CCOCC1 | 11%
CC(CC1CC(C)(C)OC1=O)C(=O)Nc1ccc([N+](=O)[O-])cc1 (stereo not drawn) | 3%
O=C(Nc1cc2c(cc1Cl)OCCO2)c1ccco1 | 2%
O=C(COC(=O)c1ccncc1)NCCCc1ccccc1 | -1%
COc1cc2c(cc1OC)CN(CC(=O)Nc1ccc(Cl)c(S(=O)(=O)N(C)C)c1)CC2 | -20%
O=C1CS(=O)CN1c1ccc(Oc2ccccc2)cc1 (stereo not drawn) | -15%
O=C(Nc1c2c(nc3c1CCC3)CCCC2)c1ccccn1 | 4%
Cc1ccc(-c2nnn(CC(=O)NCCC3=CCCCC3)n2)cc1 | 15%
C=CCNC(=O)NC(=O)c1csc([N+](=O)[O-])c1 | -8%[57.5 µM]
C=CCNC(=S)N(CC)c1cccc2ccccc12 | 0%
CNC(=O)CSc1nnc(-c2ccc3c(c2)OCO3)n1C | -10%
Cn1ccnc1 | 16%

Other entries.
molecule | ERK EGF inh
O=C(c1cccc(Cl)c1)N1CCn2c1nc1ccccc12 | 2%
Clc1cc(Cl)cc(CN2CCSCC2)c1 | -11%[57.5 µM]
CCOc1ccccc1NC(=O)CCCN1C(=S)NC(C)(C)CC1C (stereo not drawn) | 5%
C=C(C)c1cccc(C(C)(C)NC(=O)Nc2ccc(C(C)=O)cc2)c1 | -2%
Cc1ccc(O)c(C(=O)c2cnn(C(=O)COc3ccc(Cl)cc3)c2)c1 | 0%
OCCC1CN(Cc2cccc(-c3ccco3)c2)CCN1Cc1ccsc1 (stereo not drawn) | 2%
O=C(CC(C(=O)O)c1ccccc1)c1cccs1 (stereo not drawn) | 2%[57.5 µM]
COc1ccccc1NS(=O)(=O)c1cc(NC(=O)/C=C/c2cccs2)ccc1N1CCOCC1 | -4%
CC(=O)Cc1nsc(Nc2ccc(C)cc2)n1 | 1%
O=C(c1ccc(NC(=S)NCc2ccco2)cc1)N1CCOCC1 | 8%
CC1CCc2c(sc(NC(=O)C3c4ccccc4Oc4ccccc43)c2C(N)=O)C1 (stereo not drawn) | 6%
CC(C)c1ccc(NC(=O)c2snc3ccc(Cl)cc23)cc1 | -4%
CCOC(=O)C(=O)Nc1ccccc1C#N | 6%
CC(=O)Nc1ccc(NC(=S)Nc2ccc(F)cc2)cc1 | 4%
O=C(NCCc1ccccn1)C1CCN(S(=O)(=O)c2ccc(Cl)cc2)CC1 | 6%

Quoted at random: two compounds from above, in no set order.
molecule | ERK EGF inh
C=C(C)c1cccc(C(C)(C)NC(=O)Nc2ccc(C(C)=O)cc2)c1 | -2%
CC(C)c1ccc(NC(=O)c2snc3ccc(Cl)cc23)cc1 | -4%

The listing continues:
molecule | ERK EGF inh
CC(SCc1ccccc1)C(=O)N/N=C/c1cccs1 (stereo not drawn) | -2%
CCn1c(SCC(=O)N=Nc2c(O)[nH]c3ccccc23)nc2ccccc21 | 6%
CCn1c(CCc2ccccc2)n[nH]c1=S | -12%
CCc1cc(C(=O)Cc2nc3ccccc3s2)c(O)cc1OCC(=O)O | -1%[57.5 µM]
O=C(Nc1cccnc1)/C(N=Nc1cccnc1)=C(\O)c1ccccc1 | 2%
O=C(c1ccncc1)N1CCC2(CCCN(C(c3ccccc3)c3ccccc3)C2)CC1 | 15%
Cc1ccc2c(c1)C1CN(C)CCC1N2C(=S)NC(=O)c1ccc(Br)cc1 (stereo not drawn) | -7%
Cc1ccc(-c2nn(CC(=O)O)c(=O)c3ccccc23)cc1 | -7%
CSC1=NSC2=NC(=O)/C(=C/c3coc4ccc(O)cc4c3=O)C(=N)N12 | -2%
Cc1[nH]c2ccccc2c1C(=O)CSC(=S)N(C)C1CCCCC1 | 12%
C/C(=N\NC(=O)COc1ccc(C)cc1C(C)C)c1cc2ccccc2o1 | 6%
OCCOCCNc1ncnc2c1cnn2-c1ccc(Cl)cc1 | 0%[57.5 µM]
CC12CCC(C(=O)NCc3ccc4c(c3)OCO4)(CC1=O)C2(C)C (stereo not drawn) | 4%[57.5 µM]
CC(=O)Nc1ccc(S(=O)(=O)N2CCN(c3ccc([N+](=O)[O-])c(NCCN4CCOCC4)c3)CC2)cc1 | -5%
Cc1cccc(C2c3[nH]c4ccccc4c3CCN2C(=O)c2cc3c([nH]c2=O)CCCC3)n1 (stereo not drawn) | 2%

A draw from above in order of number of heavy atoms, highest first:
molecule | ERK EGF inh
Cc1sc2c(c1C)c(=O)n(-c1ccc(Cl)cc1)c(=O)n2Cc1cc(=O)n2ccccc2n1 | 2%
O=C(c1ccc(NC(=S)NCc2ccco2)cc1)N1CCOCC1 | 8%
Cn1ccnc1 | 16%

The listing continues.
molecule | ERK EGF inh
COc1ccc(Cc2nnc(NC(=O)c3cccc(C)c3)s2)cc1 | -1%
COc1ccc(-c2nc(C)sc2CC(=O)O)cc1 | 2%
Cc1ccc(NS(=O)(=O)c2ccc(Cl)c(NC(=S)NC(=O)C3CCCCC3)c2)cc1Cl | -2%
COc1ccccc1OCC(=O)NNC(=O)c1cccs1 | -4%
O=C(NC(=S)Nc1ccc(-c2ccc(CO)o2)cc1)c1cccs1 | 7%
O=S(=O)(Nc1cc(Sc2ncn[nH]2)c(O)c2ccccc12)c1ccccc1 | -2%
CC(Sc1nnnn1C)C(=O)Nc1ccccc1 (stereo not drawn) | -2%
O=C(O)c1ccc(Br)cn1 | -1%
COc1ccccc1N1C(=O)C2CC(C)=C(C)CC2C1=O (stereo not drawn) | 1%[57.5 µM]
CC(C)NC(=O)COC(=O)CNC(=O)c1cc(Cl)cc([N+](=O)[O-])c1 | -7%
CCOC(=O)C(Cc1ccc(O)cc1)NC(=O)CNC(=O)C1CCCN1C(=O)OC(C)(C)C (stereo not drawn) | 2%[57.5 µM]
C=CCn1c(=O)/c(=C2/Sc3ccccc3N2CC)s/c1=C1/C(=O)NN=C1C | -5%
COc1cc(/C=C2\SC(=O)NC2=O)ccc1Oc1ccc([N+](=O)[O-])cn1 | 7%[57.5 µM]
O=C(Oc1cccnc1)c1ccc([N+](=O)[O-])cc1Cl | -4%
Cc1sc2nc(CN3CCCC3)nc(Cl)c2c1C | 2%

(next part)
molecule | ERK EGF inh
Cc1ccsc1/C=N/NC(=O)Cn1nc(C)c([N+](=O)[O-])c1C | 1%[57.5 µM]
CC1CCCCC1NC(=S)NC(=O)c1ccccc1Br (stereo not drawn) | -1%
CC(C)OP(=O)(c1ccccc1)c1ccccc1 | 0%
Clc1ccccc1CNCC1CCC(CNCc2ccccc2Cl)CC1 (stereo not drawn) | -6%
CCOc1ccc(C(=O)c2ccc(O)c(O)c2O)cc1 | 40%
CC(C)CCSc1nc2c(c(=O)[nH]c(=O)n2C)n1CCc1ccccc1 | -7%
CCOC(=O)c1sc(N(Cc2ccccc2)C(=O)COC(=O)c2ccccc2O)nc1C | -2%
C/C(=N\N1CCN(C2c3ccccc3-c3ccccc32)CC1)c1ccco1 | 4%
CCOc1ccc2nc(N/C(N)=N/C(=S)Nc3ccc(C)c(C)c3)nc(C)c2c1 | 8%
CCOc1cccc(NC(=O)c2cccc(F)c2)c1 | -15%
C[C@@H](CN(C)C[C@H]1C(=O)O[C@@H]2C[C@@]3(C)CCC[C@]4(CO4)C3CC21)[C@H](O)c1ccccc1 (stereo partly drawn) | 2%
COC(=O)c1sc(NC(=O)c2ccc([N+](=O)[O-])o2)c(C#N)c1C | -15%[57.5 µM]
COC(=O)c1cccc(Cn2nc(C)c([N+](=O)[O-])c2C)c1 | 4%
COc1cccc(Oc2coc3cc(OC(=O)N4CCOCC4)ccc3c2=O)c1 | 2%
OCCN1CCN(C2Cc3cc(Cl)ccc3Sc3ccc(Cl)cc32)CC1 (stereo not drawn) (tested in a mixture with another compound) | ?

Next part.
molecule | ERK EGF inh
CCCN1CNC(=S)N(c2cc(C)ccc2C)C1 | 3%
COc1c(F)c(F)c(C(=O)Nc2ccc(-c3nc4ccccc4[nH]3)cc2)c(F)c1F | -2%
Cc1ccccc1-c1ccc(=O)n(CC(=O)Nc2ccc(S(=O)(=O)N(C)C)cc2)n1 | -5%
NC(=O)N\N=C/C=C/C=C/c1ccc(F)cc1 | 5%[57.5 µM]
COc1cccc(NC(=O)c2ccc(-c3ccc([N+](=O)[O-])cc3)o2)c1 | 2%
C=CCc1cccc(C=Nc2ccc(Br)cc2)c1O | 2%
COc1ccc(/C=N/NC(=O)c2ccc(CSc3nc(C)cc(C)n3)cc2)cc1O | -4%
Cc1ccc(CNC(=O)Cn2nnc3ccccc3c2=O)cc1 | 2%
Cc1ccc(-c2nn(-c3ccccc3)cc2C(=O)OCC(=O)Nc2ncc(Cl)cc2Cl)cc1 | -3%
O=C(Cc1cccs1)Nc1nnc(SCc2ccc(F)cc2)s1 | 2%
COc1cc2c(cc1OC)C(c1ccccc1)CN(C)CC2 (stereo not drawn) | -2%
COc1ccc(/C=N/n2c(C)cc(C)cc2=O)cc1 | -6%
CCOC(=O)c1n[nH]c2ccccc12 | 2%
C/C=C(\C)C(=O)Nc1cccc(C2=NOC3(C2)C[C@H](C(N)=O)N(C(=O)CC#N)C3)c1 (stereo partly drawn) | 4%[57.5 µM]
Cc1cc(=O)n2[nH]c(NCc3c(F)cccc3Cl)nc2n1 | -7%

In the list so far, 4 have a cyano group.
molecule | ERK EGF inh
Cc1ccccc1Nc1nc(N)nc(COc2ccc(C#N)cc2)n1 | -1%
CCOC(=O)C(=O)Nc1ccccc1C#N | 6%
COC(=O)c1sc(NC(=O)c2ccc([N+](=O)[O-])o2)c(C#N)c1C | -15%[57.5 µM]
C/C=C(\C)C(=O)Nc1cccc(C2=NOC3(C2)C[C@H](C(N)=O)N(C(=O)CC#N)C3)c1 (stereo partly drawn) | 4%[57.5 µM]

Following part:
molecule | ERK EGF inh
CN(C)C=Nc1nc2ccccc2nc1N1CCCC1 | -6%
O=C(CNC(=O)c1cccc(F)c1)OCC(=O)N1CCCCC1 | -1%
CN(C(=O)Nc1ccc(C(C)(C)C)cc1)C1CCCCC1 | 15%[57.5 µM]
COc1ccccc1-c1oc2ccccc2c(=O)c1O | -2%
Cn1cccc1C(=O)N1CCC[C@@]2(CCN(C(=O)Nc3cccc(F)c3)C2)C1 | 3%
O=C(NC1CCCCC1)C(c1ccc2ncccc2c1)N(Cc1ccc2c(c1)OCO2)C(=O)c1ccc2c(c1)OCCO2 (stereo not drawn) | 3%
CCN(CC)c1ccc(/C=N/NC(=O)c2cnccn2)cc1 | 3%
COC(=O)c1cc(OC)c(OC)cc1NC(=O)c1cccnc1 | -1%
